FAS TE block – FAS thioesterase domain inhibitors, primary screen, biochemical, fluorescence intensity, uHTS. Fatty acid synthase (Homo sapiens), P49327. recombinant FAS-TE, OMFH fluorogenic substrate, fluorescence endpoint. inhibition, % at 15 µM. 360,000 tested, 0.67% active;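 active = compounds whose normalised, plate-corrected inhibition of enzyme fluorescence in the single-dose primary screen is 50% or more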;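 note: 0% = DMSO with enzyme and 100% = substrate without enzyme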
Target sequence (P49327 whole entry, looked up, the tested form may be a part): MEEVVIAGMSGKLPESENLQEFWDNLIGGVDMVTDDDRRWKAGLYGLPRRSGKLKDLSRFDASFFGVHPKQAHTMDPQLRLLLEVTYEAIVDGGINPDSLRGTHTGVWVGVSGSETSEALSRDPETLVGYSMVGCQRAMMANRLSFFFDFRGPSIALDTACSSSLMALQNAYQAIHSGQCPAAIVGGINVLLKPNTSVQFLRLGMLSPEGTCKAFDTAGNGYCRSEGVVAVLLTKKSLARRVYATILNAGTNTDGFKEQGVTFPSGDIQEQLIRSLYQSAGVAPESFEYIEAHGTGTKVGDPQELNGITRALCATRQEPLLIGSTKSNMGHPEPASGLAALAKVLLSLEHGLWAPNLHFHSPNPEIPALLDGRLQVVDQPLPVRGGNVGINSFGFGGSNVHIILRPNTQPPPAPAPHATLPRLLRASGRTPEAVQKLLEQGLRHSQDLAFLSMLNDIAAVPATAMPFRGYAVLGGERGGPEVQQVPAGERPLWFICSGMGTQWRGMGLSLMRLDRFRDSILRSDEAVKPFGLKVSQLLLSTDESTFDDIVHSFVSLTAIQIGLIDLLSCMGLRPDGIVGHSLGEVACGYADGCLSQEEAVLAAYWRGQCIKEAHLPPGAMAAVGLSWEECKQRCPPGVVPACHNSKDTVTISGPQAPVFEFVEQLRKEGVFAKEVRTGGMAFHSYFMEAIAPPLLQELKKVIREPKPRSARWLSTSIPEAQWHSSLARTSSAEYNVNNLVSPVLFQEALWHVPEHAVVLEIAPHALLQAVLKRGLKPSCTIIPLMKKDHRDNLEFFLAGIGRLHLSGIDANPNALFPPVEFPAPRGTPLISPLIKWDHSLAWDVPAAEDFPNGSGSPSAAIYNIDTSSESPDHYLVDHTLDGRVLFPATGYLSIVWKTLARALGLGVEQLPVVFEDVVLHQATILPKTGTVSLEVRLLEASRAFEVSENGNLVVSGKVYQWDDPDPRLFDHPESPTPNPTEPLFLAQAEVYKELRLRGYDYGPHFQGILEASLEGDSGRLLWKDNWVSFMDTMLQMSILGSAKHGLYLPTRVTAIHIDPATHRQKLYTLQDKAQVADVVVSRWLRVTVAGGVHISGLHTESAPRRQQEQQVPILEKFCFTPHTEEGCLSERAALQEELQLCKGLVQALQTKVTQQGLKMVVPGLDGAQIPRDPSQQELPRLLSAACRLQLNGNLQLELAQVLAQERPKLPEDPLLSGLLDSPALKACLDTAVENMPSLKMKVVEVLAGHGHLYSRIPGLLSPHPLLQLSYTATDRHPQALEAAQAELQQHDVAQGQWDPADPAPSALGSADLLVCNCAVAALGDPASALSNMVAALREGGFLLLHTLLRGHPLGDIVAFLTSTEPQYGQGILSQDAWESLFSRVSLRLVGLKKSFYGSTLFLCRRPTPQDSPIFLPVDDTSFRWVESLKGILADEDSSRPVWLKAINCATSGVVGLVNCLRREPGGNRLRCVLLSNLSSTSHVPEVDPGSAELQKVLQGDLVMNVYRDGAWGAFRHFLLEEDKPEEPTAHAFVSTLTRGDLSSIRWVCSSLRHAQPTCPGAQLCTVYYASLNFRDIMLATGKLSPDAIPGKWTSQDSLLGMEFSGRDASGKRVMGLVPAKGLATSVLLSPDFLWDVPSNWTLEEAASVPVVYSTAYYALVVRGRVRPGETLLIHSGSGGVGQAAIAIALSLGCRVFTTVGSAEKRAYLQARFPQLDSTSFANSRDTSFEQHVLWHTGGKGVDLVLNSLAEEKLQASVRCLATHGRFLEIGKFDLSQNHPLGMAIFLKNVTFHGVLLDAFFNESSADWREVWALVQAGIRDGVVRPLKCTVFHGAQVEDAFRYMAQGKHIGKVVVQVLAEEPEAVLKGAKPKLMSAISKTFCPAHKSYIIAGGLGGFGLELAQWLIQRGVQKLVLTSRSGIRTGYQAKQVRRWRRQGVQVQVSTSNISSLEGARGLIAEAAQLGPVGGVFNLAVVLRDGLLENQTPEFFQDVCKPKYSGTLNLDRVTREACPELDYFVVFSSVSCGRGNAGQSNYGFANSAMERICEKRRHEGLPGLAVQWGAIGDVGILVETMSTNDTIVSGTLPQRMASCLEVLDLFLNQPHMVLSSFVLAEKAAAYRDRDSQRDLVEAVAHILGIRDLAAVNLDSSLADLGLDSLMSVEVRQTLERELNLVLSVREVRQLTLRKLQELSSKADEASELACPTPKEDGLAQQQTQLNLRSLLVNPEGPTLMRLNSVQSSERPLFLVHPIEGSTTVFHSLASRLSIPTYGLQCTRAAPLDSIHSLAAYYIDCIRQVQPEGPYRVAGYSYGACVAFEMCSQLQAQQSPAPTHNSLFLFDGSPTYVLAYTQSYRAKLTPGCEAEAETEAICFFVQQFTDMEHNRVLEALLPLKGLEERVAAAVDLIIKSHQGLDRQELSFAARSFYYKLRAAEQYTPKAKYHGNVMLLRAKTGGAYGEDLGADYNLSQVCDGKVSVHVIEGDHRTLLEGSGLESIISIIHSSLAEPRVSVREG
Neddyl block – inhibitors of cullin neddylation, primary screen, biochemical, TR-FRET, uHTS, NAE and Ubc12; NEDD8-conjugating enzyme Ubc12 (Homo sapiens) + NEDD8-activating enzyme E1 regulatory …; calls only at 25 µM; 360,000 tested, 0.58% active; in the data active = inhibition above about 36%
MsrA inhibitor – bovine MsrA enzyme inhibitors, primary screen, biochemical, absorbance, HTS; Methionine sulfoxide reductase A (Bos taurus); purified bovine MsrA, absorbance read-out; inhibition, % at 15.5 µM; 360,000 tested, 0.75% active; in the data active = inhibition above about 4.5%;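 note: 0% = vehicle wells with enzyme and 100% = reference inhibitor wells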
eLon inh – inhibitors of E. coli Lon protease, primary screen, biochemical, fluorescence polarization; AID 602123, 2011; inhibition, % at 7.94 µM; purified E. coli Lon protease; 360,000 tested, 0.42% active; in the data active = inhibition above about 13%, passing the limit was not always enough;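 note: 0% = enzyme with probe and DMSO and 100% = no enzyme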
bovine MsrA act – bovine MsrA enzyme activators, primary screen, biochemical, absorbance, HTS | 360,000 tested, 0.3% active | purified bovine MsrA, absorbance read-out | Methionine sulfoxide reductase A (Bos taurus) | activation, % at 10.6 µM | AID 602163, 2012; in the data active = activation above about 7.5%;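 note: 0% = vehicle and 100% = reference activator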
Rin1-Abl PPI inh – inhibitors of Rin1-Abl protein binding, primary screen, biochemical, TR-FRET; Tyrosine-protein kinase ABL1 (Homo sapiens) + Ras and Rab interactor 1 (Homo sapiens), …; inhibition, % at 7.35 µM; 360,000 tested, 0.4% active; AID 588664, 2011; in the data active = inhibition above about 5%, passing the limit was not always enough
MT1-MMP act inh – blockers of MT1-MMP proenzyme processing, primary screen, HT1080 RFP-PRO-GFP cells, GFP/RFP fluorescence; Matrix metalloproteinase-14 (Homo sapiens), P50281; GFP/RFP ratio fluorescence, overnight; percent of plate control window, DMSO zero; GFP/RFP ratio change, % at 20 µM; 360,000 tested, 0.061% active;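 active = GFP/RFP ratio change of at least 30% with cell ATP level not reduced by more than half and red fluorescence within 50% of control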; note: strong numbers were not always called active
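Compound: 20 µM single dose, 1% DMSO / System: HT1080 RFP-PRO-GFP cells / Controls: DMSO and RFP-L50D-GFP cell wells / Read-out basis: GFP/RFP fluorescence ratio / Schedule: overnight compound exposure at 37 °C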
SKN-1 inh – suppressors of acrylamide-induced Pgst-4::GFP reporter in worms, primary screen, SKN-1 inhibitor project, whole organism, uHTS, GFP/RFP fluorescence ratio, strain VP596; 360,000 tested, 0.49% active; C. elegans VP596 Pgst-4::GFP/RFP ratio, 24 h; inhibition, % at 21.8 µM; AID 624304, 2012;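 active = interference check ratio from 0.5 to 1.5 plus GFP to RFP signal ratio inhibition reaching or exceeding a fixed threshold, cut at about 30% in these data, passing the limit was not always enough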; note: some compounds called inactive have numbers as strong as hits
CendR NRP1 mod – modulators of CendR peptide binding to NRP-1, primary screen, biochemical, fluorescence polarization, uHTS; Neuropilin-1 (Homo sapiens), O14786; FAM-RPARPAR peptide binding to NRP-1; inhibition, % at 25 µM; 360,000 tested, 0.85% active; AID 602438, 2012;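 active = inhibition or corrected inhibition above about 18%, plus a signal ratio from 0.5 to 1.5, limit read from the data, passing the limit was not always enough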; note: strong numbers were not always called active
Starred values were filed as active, the others as inactive; i = inactive; . = not tested or not shown. Not a hit list; 4.2% or so of the library scored in one or more.

Preview, five compounds:
SMILES | FAS TE block | Neddyl block | MsrA inhibitor | eLon inh | bovine MsrA act | Rin1-Abl PPI inh | MT1-MMP act inh | SKN-1 inh | CendR NRP1 mod
Cc1c(CCC(=O)O)c(=O)oc2cc3occ(-c4ccccc4)c3cc12 | 7 | i | 0.0 | -5 | -8 | -3 | 4 | -2 | 0
CC1(C)COC(Cn2c3ccccc3c3ccccc32)O1 (configuration not stated) | 16 | i | -1.1 | -1 | -2 | 1 | -7 | 7 | -8
COc1ccc(CN2CCNC(=O)C2CC(=O)N2CCCCO2)c(OC)c1 (configuration not stated) | -10 | i | -0.8 | 2 | -4 | -4 | 2 | -3 | -1
CCCC(CCC)n1[nH]c(=O)c2c(C)cc(C)nc21 | -1 | i | 0.3 | -2 | -6 | -2 | 2 | -4 | -18
O=C1C2C3C=CC(C3)C2C(=O)N1c1ccc2ccccc2c1 (configuration not stated) | -2 | i | 0.1 | 1 | -1 | 1 | -2 | 10 | 21

All compounds of this part (from the top)
SMILES | FAS TE block | Neddyl block | MsrA inhibitor | eLon inh | bovine MsrA act | Rin1-Abl PPI inh | MT1-MMP act inh | SKN-1 inh | CendR NRP1 mod
Cc1c(CCC(=O)O)c(=O)oc2cc3occ(-c4ccccc4)c3cc12 | 7 | i | 0.0 | -5 | -8 | -3 | 4 | -2 | 0
CC1(C)COC(Cn2c3ccccc3c3ccccc32)O1 (configuration not stated) | 16 | i | -1.1 | -1 | -2 | 1 | -7 | 7 | -8
COc1ccc(CN2CCNC(=O)C2CC(=O)N2CCCCO2)c(OC)c1 (configuration not stated) | -10 | i | -0.8 | 2 | -4 | -4 | 2 | -3 | -1
CCCC(CCC)n1[nH]c(=O)c2c(C)cc(C)nc21 | -1 | i | 0.3 | -2 | -6 | -2 | 2 | -4 | -18
O=C1C2C3C=CC(C3)C2C(=O)N1c1ccc2ccccc2c1 (configuration not stated) | -2 | i | 0.1 | 1 | -1 | 1 | -2 | 10 | 21
CCS(=O)(=O)N1CCC(NC(=O)C2CCCCC2)CC1 | -8 | i | -1.1 | -8 | -8 | 1 | 0 | -2 | -12
COC(=O)NNC(=O)Cc1cccc2ccccc12 | -13 | i | -0.8 | 12 | -2 | 0 | -3 | -8 | -8
COc1ccc(CNC(=O)C2CCCN(S(=O)(=O)c3ccc4c(c3)CCCN4C(C)=O)C2)cc1 (configuration not stated) | -1 | i | 0.8 | -16 | -2 | 0 | 0 | 8 | -4
Cc1ccc(S(=O)(=O)N2CC3C(=O)C[C@@H](c4ccccc4Cl)N(S(=O)(=O)c4ccc(C)cc4)C3CC2c2ccccc2)cc1 (some centres not stated) | . | i | -0.2 | . | . | . | 12 | -5 | 7
COC(CNc1ccc([N+](=O)[O-])c(NCC(OC)OC)c1C#N)OC | -1 | i | 0.6 | -2 | -3 | -1 | -3 | -3 | -7
COc1ccc(N(CC(=O)NC2CCCCC2)C(=O)CNC(=O)c2ccco2)c(OC)c1 | -4 | i | 0.9 | 1 | -2 | 2 | 1 | 14 | -5
CCOC(=O)[C@]12CCC=C1N(Cc1cccc3ccccc13)C(=O)[C@H](CC(=O)NCc1cccc(C(F)(F)F)c1)C2 | 13 | i | 0.6 | -4 | -12 | . | -4 | 7 | -2
Cc1ccc(CNC(=O)Cn2cnc3c(NC(=O)OCc4ccccc4)ncnc32)o1 | -12 | i | -0.7 | -7 | 0 | -1 | 3 | 10 | 8
CCOC(=O)N1CCC(N2Cc3cccc(C(=O)Nc4ccc(OC)c(OC)c4)c3C2=O)CC1 | -5 | i | 0.2 | -7 | -4 | -3 | 9 | -8 | -6
Cc1nc2nc(SCC(=O)Nc3cccc(F)c3)[nH]c2cc1Br | -5 | i | -0.9 | -11 | -3 | -2 | -2 | 0 | 0
CCc1c(C#N)c(SCCC(=O)Nc2ccc(OC)cc2)nc2c1C(=O)CC(C)(C)C2 | 18 | i | -0.3 | -10 | -2 | -2 | -3 | -14 | -2
Cc1cccc(C(C)C)c1NC(=O)CSc1ncnc2[nH]ncc12 | -5 | i | 0.5 | 1 | 2 | 1 | 1 | -8 | 9
CN(CC(=O)Nc1ccccc1Br)C(=O)C(Cc1ccccc1)NC(=O)c1ccccc1 (configuration not stated) | 3 | i | -1.7 | -2 | -4 | 3 | 0 | -1 | 11
COc1ccc(C(=O)NCc2nnc(SCC(=O)Nc3nnc(C)s3)o2)cc1OC | -8 | i | 0.3 | -3 | -6 | -2 | -1 | 16 | 0
CSc1nc2ccccc2n1CC(=O)Nc1c(C)n(C)n(-c2ccccc2)c1=O | -8 | i | -0.6 | 2 | 1 | 1 | 7 | 2 | -10
O=C(NC1CCS(=O)(=O)C1)c1cccc(S(=O)(=O)N2CCCC2)c1 (configuration not stated) | -8 | i | -0.6 | 2 | -4 | -1 | -1 | -1 | 20
O=C(CCC(=O)OCC(F)(F)C(F)F)NCc1ccccc1 | -6 | i | -0.4 | 4 | -4 | 0 | 8 | -8 | -11
COc1ccc(C(=O)COC(=O)c2cccc(-n3cnnn3)c2)c(OC)c1 | 15 | i | -0.7 | -5 | 0 | -1 | -3 | 9 | 4
O=Cc1cn(CC(=O)Nc2ccc3c(c2)OCO3)c2ccccc12 | 4 | i | 1.3 | 4 | -2 | -1 | -2 | 1 | -8
CCOC(=O)C1=C(C)NC(=S)NC1c1ccc(-c2ccc(Cl)cc2)o1 (configuration not stated) | 16 | i | 0.8 | 9 | -1 | -3 | -4 | 0 | 13
COc1c(O)cccc1[C@@H](O)C1CCN(CCc2ccc(F)cc2)CC1 | -11 | i | 1.2 | 35* | -4 | -1 | -10 | 5 | 20
N#CC1(NC(=O)COC(=O)/C=C/c2ccc3ccccc3n2)CCCCC1 | -4 | i | 0.4 | -6 | -4 | 4 | -4 | 3 | -4
O=C1C=C(c2ccc(Cl)cc2)C(=O)N1Nc1ccccc1 | -8 | i | -0.1 | -4 | -2 | 2 | 0 | 10 | -4
O=C(O)CSc1nnc(Cc2cccc3ccccc23)n1-c1cc(C(F)(F)F)cc(C(F)(F)F)c1 | 1 | i | -2.1 | 3 | -1 | -2 | 1 | 1 | 0
COc1ccc(OC)c(CNC(=O)CCn2c(=O)c3cccn3c3ccc(F)cc32)c1 | -1 | i | 0.1 | -2 | -3 | 1 | -4 | 14 | 12
Cc1[nH]c2ccccc2c1C(=O)C(=O)NCCc1c[nH]c2ccccc12 | -2 | i | 0.6 | -6 | -8 | 4 | 3 | -17 | -8
O=C1C=C(NC2CC2)C2(CCCCC2)O1 | -1 | i | 0.1 | 7 | -1 | -2 | 1 | -12 | -2
C=CCN(CC=C)C(=O)C1CCC(C(=O)N(CC=C)CC=C)CC1 (configuration not stated) | -4 | i | -0.2 | -9 | -2 | 2 | 2 | 33 | 12
Cc1ccc(-n2c3c(cc(C(=O)NCc4ccco4)c2=O)C(=O)CCC3)cc1 | 5 | i | 2.9 | -3 | -1 | 0 | -1 | 4 | -4
Cc1ccc(CNC2CCCCC2)s1 | -5 | i | 0.6 | 10 | -8 | -2 | 3 | 3 | -6
COCCCNC(=O)CCCCCNS(=O)(=O)c1ccc(Br)cc1 | -5 | i | -0.9 | -2 | -1 | -2 | 1 | 2 | 12
CCN(CC(=O)NC(C)C)C(=O)c1ccc(S(=O)(=O)N(C)c2ccccc2OC)cc1 | -11 | i | -0.4 | -8 | -7 | 5 | -3 | -24 | -4
COc1ccc(Cl)cc1NC(=O)c1ccccc1C | 7 | i | 0.5 | 9 | 4 | 0 | 2 | -12 | -10
O=S(=O)(c1ccc(NC2CCCCC2)cc1)N1CCOCC1 | 3 | i | 0.4 | 0 | -11 | 4 | 2 | 12 | -6
Cc1nnc(NC(=O)CSc2ccc(-c3ccc(Cl)cc3)nn2)s1 | 1 | i | -1.0 | 7 | 0 | -3 | 8 | -7 | -3
CC(C)(C)C(=O)N1CCC(O)(CS(=O)(=O)Cc2ccccc2)CC1 | -4 | i | 0.1 | -9 | -2 | -1 | -1 | 0 | 6
Cc1ccc(SCC(=O)OCC(=O)N(C)C2CCS(=O)(=O)C2)cc1C (configuration not stated) | -4 | i | 1.1 | -6 | -1 | 1 | -1 | 1 | 51*
CCCCNC(=O)N1CCN(C(c2ccccc2)c2ccccc2)CC1 | 3 | i | . | 1 | -1 | 0 | -5 | 10 | 7
Cc1ccc(C(=O)N2CCN(c3cc4c(cc3[N+](=O)[O-])n(C)c(=O)n4C)CC2)cc1 | -4 | i | 1.1 | -8 | 0 | -3 | 11 | 4 | 1
CCc1ccccc1NC(=O)C1(S(=O)(=O)c2ccc(C)cc2)CC1 | 0 | i | 0.1 | -1 | -3 | 1 | 1 | -11 | 3
COc1ccc(C(=O)OCC(=O)N2CCc3ccccc32)cc1S(=O)(=O)N1CCOCC1 | -3 | i | -1.2 | 8 | -2 | 2 | 1 | -5 | 12
COc1ccc(-c2cc3ncnc(Cl)c3s2)cc1 | -1 | i | 0.1 | -15 | 0 | -5 | 4 | -9 | -24
N#Cc1ccc(-c2ccc(OCC(=O)NCC(=O)Nc3ccc(F)c(F)c3F)cc2)cc1 | -10 | i | 0.4 | -19 | -3 | -2 | . | 1 | -8
CCCC(=O)C1=C(O)C(C(=O)OC)C(C)(C)CC1=Nc1ccc(N)cc1 (configuration not stated) | -11 | i | 1.2 | -4 | -2 | -1 | 9 | -6 | -15
CS(=O)(=O)N(CC(=O)N1CCCC1)C1CCCCC1 | -7 | i | 0.3 | -9 | -2 | -4 | -2 | -3 | -2
Continued.
SMILES | FAS TE block | Neddyl block | MsrA inhibitor | eLon inh | bovine MsrA act | Rin1-Abl PPI inh | MT1-MMP act inh | SKN-1 inh | CendR NRP1 mod
CC(C)Oc1ccc(C(=O)NCC(=O)Nc2ccc3c(c2)CCC3)cc1 | -4 | i | -1.4 | -4 | -2 | -1 | -1 | -3 | 12
O=C(Nc1ncccc1O)c1c(O)c2ccccc2[nH]c1=O | -6 | i | 2.0 | -9 | -3 | -4 | 6 | -4 | 2
Cc1cc([N+](=O)[O-])ccc1NCc1ccccc1[N+](=O)[O-] | 12 | i | 0.5 | -1 | -7 | 7 | 4 | 2 | -2
O=C(NCC(c1cccs1)N1CCOCC1)c1ccc(Br)o1 (configuration not stated) | -6 | i | 0.3 | -1 | -3 | 1 | -6 | -10 | 15
CC1(C)C2CCC13CS(=O)(=O)NC3C2 (configuration not stated) | -5 | i | -1.4 | 7 | 0 | 0 | 2 | 7 | -1
COc1ccc(OCC(O)CNCCNc2nccc(C(F)(F)F)n2)cc1 (configuration not stated) | -3 | i | -1.1 | -6 | -4 | -1 | -3 | -6 | -5
Cc1cnc(C(=O)OCc2nc3ccccc3o2)cn1 | -6 | i | 0.8 | -5 | -12 | 3 | -3 | -15 | -8
O=c1[nH]nnc2c1ncn2C1OC(CO)C(O)C1O (configuration not stated) | -3 | i | -1.2 | -1 | -2 | -2 | -5 | 11 | 1
CC(=O)c1c(C)[nH]c(C(=O)OCC(=O)Nc2ccc(C)cc2[N+](=O)[O-])c1C | 16 | i | 1.8 | -6 | -9 | 2 | -12 | 1 | 0

Source: PubChem (several laboratories)
